Source: PubChem
NR2E3 ag-1 – human photoreceptor-specific nuclear receptor agonism | CHO-S Gal4-NCOR/VP16-NR2E3 two-hybrid, luciferase | inhibition of corepressor binding, % at 3.98 µM | 360,000 compounds, 0.35% hits | AID 602229;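 active means inhibition above the mean of all tested compounds plus 3 SD, cut at about 70% in these data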;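 further: 0% = DMSO with NR2E3 transfected cells and 100% = cells lacking NR2E3 construct; higher means lower luciferase signal from less NR2E3 corepressor binding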
Target sequence (Q9Y5X4 whole entry, looked up, the tested form may be a part): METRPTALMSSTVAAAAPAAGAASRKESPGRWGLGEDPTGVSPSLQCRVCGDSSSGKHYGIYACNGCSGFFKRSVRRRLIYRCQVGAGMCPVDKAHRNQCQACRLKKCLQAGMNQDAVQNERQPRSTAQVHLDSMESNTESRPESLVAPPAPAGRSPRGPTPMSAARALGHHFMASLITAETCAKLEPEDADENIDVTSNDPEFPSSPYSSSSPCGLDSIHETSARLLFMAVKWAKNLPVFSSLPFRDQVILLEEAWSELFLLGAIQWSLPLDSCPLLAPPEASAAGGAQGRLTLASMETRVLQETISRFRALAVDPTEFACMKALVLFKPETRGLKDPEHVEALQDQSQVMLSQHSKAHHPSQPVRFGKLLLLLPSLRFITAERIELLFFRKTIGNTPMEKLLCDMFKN
LMP1 NFkB inh – reduces LMP1-driven NF-kappaB luciferase signal. inhibition, % at 12.5 µM. 350,000 compounds, 0.69% hits. LMP1-induced NF-kappaB luciferase reporter cells, luminescence; in the data active means inhibition above about 41%;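 further: 0% = neutral control wells and 100% = reference inhibitor control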
CF NFkB block – blocks PAF-induced NF-kB reporter in cystic fibrosis cells. KKLEB NF-kB-GFP reporter, GFP fluorescence overnight. inhibition, % at 5 µM. 360,000 compounds, 0.86% hits. AID 588850;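 active means at least 50% inhibition at 5 µM, scaled per plate between neutral and stimulator controls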;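 further: PAF is a Pseudomonas aeruginosa culture filtrate used as stimulus; plate controls were PAF-stimulated DMSO wells for no effect and unstimulated DMSO wells for full effect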
TRPM1 prom inh – reduces MITF-dependent TRPM1 promoter luciferase signal | SK-MEL-5 TRPM1 promoter luciferase, 24 h | inhibition, % at 12.5 µM | 330,000 compounds, 0.83% hits | AID 488899;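 active means mean inhibition across replicates of 60% or more, whatever share of single replicates reaches that level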; further: values of inactives mirror those of a sister screen read the other way
NR2E3 ag-2 – NR2E3 (human) agonism | Q9Y5X4 | inhibition of corepressor binding, % at 4.78 µM | 320,000 compounds, 0.12% hits | AID 2300 | GST-NR2E3/biotin-RetCOR TR-FRET, 1536-well;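 active means percent inhibition above the cutoff of mean plus 3 SD of all tested compounds, set per screening campaign, cut at about 20% in these data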;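 further: 0% = DMSO wells and 100% = biotin wells as full block of FRET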
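Material: NR2E3–RetCOR corepressor complex | Quantity: 1.35 nM GST-tagged NR2E3 final | Schedule: 5 h at 4 °C | Replication: Singlicate compound wells | Reagent: RetCOR corepressor, biotinylated, 7 nM | Controls: Biotin wells as high control, 0.6% DMSO wells as low control | Signal: TR-FRET, Eu(K)-anti-GST donor, streptavidin-D2 acceptor, ex 340, em 617/671 nm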
HIF-2a block – HIF-2a inhibition | inhibition, % at 18.8 µM | 360,000 compounds, 0.72% hits | 786-0 RCC cells HIF-2a reporter, luciferase luminescence, overnight | AID 624352;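 active means inhibition of the luminescence signal of 40% or more relative to plate controls, in a single-dose primary screen at 18.75 µM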
iPSC survival up – enhancers of human iPSC single-cell survival | hiPSC single-cell survival, ATPlite luminescence; 100% = ROCK inhibitor wells, 0% = DMSO | survival enhancement, % at 20 µM | 360,000 compounds, 0.044% hits; in the data active means survival enhancement above about 18%;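 further: cells exposed to compounds for 16 hours before the ATP read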
KKLEB tox – reduces viability of KKLEB cystic fibrosis airway cells. KKLEB CF airway cells viability, ATPlite luminescence, overnight; active compounds read low; cells stimulated with P. aeruginosa culture filtrate. activity change (cytotoxicity), % at 5 µM. 360,000 compounds, 0.36% hits;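 active means corrected activity change at or below -50% at 5 µM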
TRAIL sens C8 – caspase-8 TRAIL sensitization; 360,000 compounds, 1% hits; AID 624354; NB7+C8 cells + TRAIL, ATPlite viability luminescence; inhibition (viability loss, TRAIL sensitization), % at 10 µM;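 active means compounds causing at least 50% loss of cell viability in the single-dose screen, relative to plate controls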
Peg3 prom inh – reduces Peg3 promoter-driven luciferase expression in HeLa. inhibition, % at 20 µM. HeLa PEG-Prom luciferase reporter, luminescence, overnight. AID 588405. 360,000 compounds, 1.7% hits;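 active means inhibition of at least 50% at 20 µM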
Shn3 inh set2 – reduces Shn3 3'UTR luciferase signal in osteoblasts; 360,000 compounds, 0.52% hits; AID 588674; inhibition, % at 12.5 µM; Clone20 osteoblast Shn3 3'UTR firefly luciferase, 24 h;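 active means mean inhibition of at least 75% with every replicate also reaching 75%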;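 further: 0% = median of neutral control wells and 100% = pilot-screen positive control compound; some compounds past the cut are filed as inactive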
Starred values were filed as active, the others as inactive; x = not tested or not shown.

SMILES,NR2E3 ag-1,LMP1 NFkB inh,CF NFkB block,TRPM1 prom inh,NR2E3 ag-2,HIF-2a block,iPSC survival up,KKLEB tox,TRAIL sens C8,Peg3 prom inh,Shn3 inh set2
CN(C(=O)CSc1nccc(=O)[nH]1)C1CCCCC1,13,-3,-1,-4,x,11,2.9,-4,4,-10,-16
CC1Cc2nc(SCC(=O)NCC3CCCO3)n(C)c(=O)c2S1 (centres undefined),-18,0,-14,-8,2,4,0.5,16,10,14,7
COc1ccccc1N1CCN(C(c2ccc(N(C)C)cc2)c2nnnn2CCc2ccccc2)CC1 (centres undefined),-31,5,10,1,-3,2,5.4,-11,3,-2,15
CCCCc1cc(=O)oc2cc(C)cc(OCC(=O)NCc3ccncc3)c12,-3,-11,-10,4,2,13,-0.6,1,-28,16,3
CCC12CN(C(=O)c3ccc(OC)cc3)CC(CC)(CN(C(=O)c3ccc(OC)cc3)C1)C2=O,-10,-6,-2,0,2,9,-2.3,2,2,8,7
CCOc1ccc(NC(=S)N(CCc2c(C)[nH]c3ccc(C)cc23)Cc2cccnc2)cc1,-19,-14,0,x,1,6,2.2,4,-6,8,4
C=CCn1c(SCc2cc(=O)n3ccsc3n2)nc2ccccc2c1=O,12,9,20,2,5,23,2.9,-5,3,25,6
Cc1ccc(OCCNC(=O)/C=C/c2ccccc2)cc1C,-1,-4,-23,-3,0,-5,5.7,-2,-1,-2,-27
Cc1cc(C(=O)OCC(=O)NCCN2C(=O)CSC2=O)ccc1[N+](=O)[O-],-21,1,8,9,x,12,-2.3,3,6,7,11
COc1ccc(C(=O)C[n+]2cccc3cc(OC)ccc32)cc1,-12,23,-17,0,2,11,-0.3,11,-12,4,10
COc1ccc(OC)c(NC(=O)c2ccc3c(c2)C(=O)N(c2ccc(OC(C)=O)cc2)C3=O)c1,-24,x,1,-25,-4,15,-0.4,14,-1,-2,-7
CC1Cc2cc(/C(O)=C3/C(=O)C(=O)N(CCCN(C)C)C3c3ccncc3)ccc2O1 (centres undefined),-29,1,13,-9,x,4,0.2,-17,-6,-1,28
Cc1ccc(NC(=O)C(C)OC(=O)Cc2c[nH]c3ccccc23)cc1S(=O)(=O)N1CCOCC1 (centres undefined),21,1,-26,8,0,12,0.8,14,-7,4,0
CSc1nc2nc3c(c(=O)n2[nH]1)CCCC3,-32,-10,3,8,-2,5,-0.1,-18,-2,11,-34
Cc1ccc(C(=O)c2cc([N+](=O)[O-])ccc2N2CCOCC2)c(C)c1,32,5,26,16,0,31,-3.3,-12,-7,0,33
Cc1ccc(NC(=O)CSc2nnc(COc3ccccc3C)o2)cc1,-42,-2,-2,8,-1,3,0.6,6,-9,6,9
Cc1c(C(=O)Nc2ccc(Oc3ccccc3)cc2)sc2nc3n(c(=O)c12)CCC3,70,13,-17,2,-2,-6,6.4,1,28,-13,76
Cc1cccc(N(CC(=O)NC(C)C)C(=O)c2ccc(N3CCCC3)nc2)c1,-2,-1,10,1,4,-9,-0.4,0,0,-11,8
CC(C)NC(=O)c1ccccc1NC(=O)CN(c1ccc2c(c1)OCO2)S(C)(=O)=O,-9,0,4,-3,4,4,-0.2,-4,-13,-10,-1
O=C(NCc1cccc(F)c1F)C1CCC(=O)N(C2CC2)C1 (centres undefined),-5,-4,2,-4,3,-11,0.6,-7,-6,-13,-5
CC(NS(=O)(=O)OCC(Cl)(Cl)Cl)c1ccc(Br)cc1 (centres undefined),2,-8,-9,-1,-2,21,-1.1,17,-16,11,15
CC[C@@H]1C=C(C(=O)O)[C@H](c2ccc(OC)c(OC)c2)N1S(=O)(=O)c1ccc(C)cc1,-32,-2,-7,6,x,6,-0.9,-3,-14,3,0
OCCN(Cc1ccccc1)CC(O)COc1ccc2c(c1)OCO2 (centres undefined),-20,-7,-3,3,2,11,-0.1,12,14,13,-13
C=CC(C)(C)c1c2occc2c(O)c2ccc(=O)oc12,13,4,5,x,x,-13,-0.2,-19,-20,13,-5
Oc1ccc(C(c2nnnn2CCc2ccccc2)N2CCN(c3nc4ccccc4s3)CC2)cc1 (centres undefined),-2,6,7,20,3,-3,-0.6,4,11,26,14
COCCNc1nnc(SCC(=O)Nc2sc3c(c2C(=O)c2ccccc2)CCCC3)s1,-19,8,1,17,1,21,-0.3,-2,4,19,78
COc1ccccc1N1CCN(S(=O)(=O)CCNC(=O)C2CCCC2)CC1,27,-4,-1,-7,2,5,0.1,10,0,-3,6
CCOC(=O)CSC1=C(C#N)C(c2ccccc2OC)CC(=O)N1 (centres undefined),-17,-14,-4,10,-2,7,-0.3,-11,11,18,14
CCc1ccc2nc(SCC(=O)Nc3ccccc3N3CCOCC3)c(C#N)cc2c1,1,27,6,24,-2,9,0.9,-7,48,37,5
O=S(=O)(c1ccc(OCC2CO2)cc1)c1ccc(OCC2CO2)cc1 (centres undefined),11,2,11,25,1,17,-1.2,0,3,40,-8
Cc1csc(NC(=O)CSc2nc(=O)cc(N)n2-c2ccc(F)cc2)n1,0,3,-35,1,-1,-22,-0.6,-1,-12,1,-11
COc1ccc(-n2c(SCC(=O)Nc3cccc4ccccc34)nc(O)cc2=O)cc1,-3,-7,0,2,1,2,0.0,5,-5,8,x
CCCN1C(=O)NC2(O)C(=O)c3ccccc3C12O (centres undefined),10,0,-11,7,-1,10,6.8,8,10,8,1
C=CCn1c(SCC(=O)N2CCOCC2)nc2c([nH]c3ccccc32)c1=O,-16,-6,15,14,3,18,0.3,4,18,-28,13
Oc1c(Br)cc(/C=N/n2c(-c3ccccc3)n[nH]c2=S)cc1Br,6,-3,25,14,x,25,1.1,-9,-2,14,15
O=C(COC(=O)c1ccccc1Br)NCCc1ccc(F)cc1,20,-7,12,3,0,-16,3.1,3,12,-23,-3
CS(=O)(=O)N1CCCC(C(=O)NCCCN2CCN(Cc3ccccc3)CC2)C1 (centres undefined),-14,-3,0,-1,3,8,-1.3,11,-20,6,-21
CC(C)(C)c1ccc(C(=O)NCCCN2CCN(CCCNC(=O)c3ccc(C(C)(C)C)cc3)CC2)cc1,5,-4,21,90*,4,73*,-2.3,-71*,11,109*,83
O=C(O)c1ccc(N2CCCCCC2)c(N2C(=O)c3ccccc3C2=O)c1,-27,-1,6,-4,-3,7,1.0,-8,-10,-7,-19
Cc1cc(C)c(S(=O)(=O)Nc2ccc(OCC(=O)O)cc2)c(C)c1,14,-1,-31,2,2,-3,8.5,6,0,-6,-33
COc1c(-c2ccc(O)c(O)c2)oc2cc(O)cc(O)c2c1=O,-56,-8,-16,-15,2,-238,0.8,-14,-6,2,-2
COC(=O)c1cc(NC(=O)c2cccs2)ccc1N1CCOCC1,-24,-7,11,0,0,14,0.4,0,-7,6,5
CC(Sc1nc2ccccc2c(=O)n1C)C(=O)Nc1ccc2c(c1)OCCO2 (centres undefined),-5,8,2,19,2,2,-0.1,3,22,5,86*
Cc1[nH]c(=S)[nH]c(=O)c1Cc1ccc(OCC(C)C)cc1,-18,3,11,-4,0,14,-0.8,-7,15,-3,-2
CC1(C(=O)NCc2cccc(Cl)c2)Cc2c(-c3cccc(C(N)=O)c3)ccnc2O1 (centres undefined),15,x,-32,x,x,-10,-1.8,-6,12,0,-7

Some entries already given, limited to TRAIL sens C8.
SMILES | TRAIL sens C8
COC(=O)c1cc(NC(=O)c2cccs2)ccc1N1CCOCC1 | -7
CC(Sc1nc2ccccc2c(=O)n1C)C(=O)Nc1ccc2c(c1)OCCO2 (centres undefined) | 22

Next section:
SMILES,NR2E3 ag-1,LMP1 NFkB inh,CF NFkB block,TRPM1 prom inh,NR2E3 ag-2,HIF-2a block,iPSC survival up,KKLEB tox,TRAIL sens C8,Peg3 prom inh,Shn3 inh set2
C1COCCNCCOCCOCCN1,0,-3,-3,-14,3,6,4.1,-2,0,8,0
CSc1ccc2c(c1)C(N1CCN(C)CC1)Cc1ccc(F)cc1S2 (centres undefined),13,x,11,x,5,-14,0.1,-25,14,115*,-17
COc1ccc(-n2nnnc2SCC(=O)N2CCOCC2)cc1,-21,2,1,10,3,-18,0.2,-2,4,-36,-16
Fc1ccc(OCCOCCOc2cccc3[nH]ccc23)cc1,-9,-2,-1,-8,1,5,-0.5,-4,-8,-9,-15
COCCN(CCOC)C(=O)c1cc2c(=O)n3ccccc3nc2s1,8,-46,-18,8,0,-64,-1.4,13,-2,-37,-26
Cc1cc(C)nc(NC(=O)c2ccc(Br)cc2)n1,-1,-7,-7,-3,-1,-7,-0.7,-13,-2,-1,6
CCc1ccc(OC)c(S(=O)(=O)Nc2ccccc2C)c1,-1,-9,5,1,1,14,1.6,4,-2,15,2
CCOC(=O)CSc1nnc(-c2ccncc2)o1,-28,-9,2,-4,4,0,2.6,-2,-13,9,x
O=C(NCc1ccc(F)cc1)c1cc(C2CCCCN2C(=O)c2ccc(Cl)cc2)on1 (centres undefined),-41,x,-18,x,x,1,5.6,-5,20,10,46
COc1cc(Cl)cc2c1Sc1ccccc1/C2=C/CCN(C)C,0,8,3,-18,-3,13,-2.5,0,6,11,-2
CC(C)(C)OC(=O)NCCC(=O)N/N=C/c1cccc2cccnc12,-19,11,-5,6,4,16,0.1,5,0,9,-16
NC(=O)Cc1ncc(C(F)(F)F)cc1Cl,4,-17,3,16,-2,20,0.8,-7,-10,25,-2
Cc1ccc(CN(C)c2nc(-c3cccnc3)nc3ccccc23)o1,11,4,4,1,1,-24,0.2,1,-14,15,12
Cc1ccc(C(=O)CC2(O)C(=O)N(Cc3ccc4c(c3)OCO4)c3ccccc32)cc1 (centres undefined),4,7,3,-4,1,6,7.1,3,-8,13,9
O=C(CSc1nnnn1C1CCCCC1)NCc1cccs1,15,0,11,x,4,-33,-1.3,4,-2,7,14
Cc1ccc(N(CC(=O)N2CCc3ccccc32)C2=NC(=O)CS2)cc1,2,-6,-15,1,-2,10,-0.5,0,20,10,10
Cc1occc1-c1nnc(SCC(=O)c2ccc(F)cc2)n1Cc1ccco1,9,-2,6,-13,-4,-31,-5.0,-4,-3,-14,3
COc1cccc(CNS(=O)(=O)/C=C/c2ccc3c(c2)OCO3)c1,-1,1,1,-2,2,11,-3.3,-17,-21,-1,-3
Cc1ccc(-c2nnc(Oc3cccc(C)c3)c3ccccc23)cc1,14,-10,11,-34,0,-112,-0.4,-14,-11,-108,16

Only part of the results is shown, so the mix of outcomes need not match the whole.
